Screening results as filed in PubChem.
INS-1E rescue – preserves ATP levels in cytokine-treated INS-1E cells; actives 0.1% (n = 20,000); INS-1E cytokine-induced death, ATP luminescence, 48 h; normalised: neutral wells 0, positive control 100; protection from cytokine-induced ATP loss, % at 10 µM;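 active means mean replicate protection from cytokine-induced ATP loss at least 50% and at least 75% of replicates each reaching 50%; inconclusive means meets only one of the two criteria, mean or replicate share; inactive means fails both the mean and replicate share criteria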
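Test system: INS-1E rat cells | Quantity: 8000 cells per well | Medium: Phenol-red-free RPMI with 5% fetal bovine serum | Reagent: Cytokine cocktail of IFN-γ, TNF-α and IL-1β | Doses: One compound concentration, pin transfer | Timing: 48 h co-treatment, 10 min post-lysis read | Technique: Luminescent ATP assay (CellTiter-Glo)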
T cruzi HTS – blocks T. cruzi growth inside host cells. intracellular Trypanosoma cruzi in host cells, plate reader. activity score (inhibition), % at 5.01 µM. actives 4.9% (n = 22,000); in the data active means activity score above about 55%; inconclusive means no clear call, values can overlap the other calls;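 further: parasites and compound incubated about four days before reading; 0% = median of neutral control wells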
Starred values were filed as active, the others as inactive; ? = inconclusive; nt = no result given. Only part of the results is shown. The share of hits here may be higher or lower than overall.

| canonical_smiles | INS-1E rescue | T cruzi HTS |
| --- | --- | --- |
| C[C@H]1CN([C@@H](C)CO)C(=O)Cc2cc(NC(=O)Cc3ccccc3)ccc2O[C@@H]1CN(C)Cc1ccc(-c2ccccc2)cc1 | -19.1 | 64.3* |
| CNC[C@H]1OCc2cnnn2CCCC(=O)N([C@H](C)CO)C[C@H]1C | 2.7 | -17.6 |
| C[C@H](CO)N1C[C@H](C)[C@H](CN(C)C(=O)Nc2ccc(C(F)(F)F)cc2)Oc2c(NC(=O)C3CC3)cccc2C1=O | -9.4 | 46.2 |
| C[C@H](CO)N1C[C@H](C)[C@@H](CN(C)S(=O)(=O)c2ccc(F)cc2)Oc2c(NC(=O)Nc3ccc(C(F)(F)F)cc3)cccc2C1=O | -33.3 | 56.8* |
| COc1ccc(S(=O)(=O)N(C)C[C@H]2Oc3ccc(NC(=O)CCCN(C)C)cc3C(=O)N([C@H](C)CO)C[C@H]2C)cc1 | 4.4 | -20.5 |
| Cc1ccc(S(=O)(=O)Nc2ccc3c(c2)CC(=O)N([C@H](C)CO)C[C@@H](C)[C@@H](CN(C)C(=O)Nc2ccc4c(c2)OCO4)O3)cc1 | 8.5 | -1.5 |
| C[C@H](CO)N1C[C@H](C)[C@@H](CN(C)Cc2ccc(C(=O)Nc3ccccc3N)cc2)Oc2ccc(NS(C)(=O)=O)cc2C1=O | -1.2 | 4.0 |
| COc1ccc(S(=O)(=O)Nc2cccc3c2O[C@@H](CN(C)C(=O)Nc2ccc(F)cc2)[C@@H](C)CN([C@H](C)CO)C3=O)cc1 | -4.7 | -7.3 |
| C[C@@H]1CN([C@@H](C)CO)C(=O)c2cccc(NC(=O)C3CCCCC3)c2O[C@@H]1CN(C)Cc1ccc(Cl)c(Cl)c1 | -49.8 | 41.9 |
| COc1cccc(S(=O)(=O)N(C)C[C@@H]2Oc3ncc(-c4ccc(F)cc4)cc3C(=O)N([C@H](C)CO)C[C@@H]2C)c1 | nt | 32.8 |
| COC(=O)CCCCCCC(=O)N/N=C/[C@@H]1CCCN1C(=O)OC(C)(C)C | -1.9 | 1.0 |
| COc1ccc(NC(=O)Nc2ccc3c(c2)CC(=O)N([C@H](C)CO)C[C@H](C)[C@H](CN(C)C(=O)Nc2ccc4c(c2)OCO4)O3)cc1 | 14.4 | -39.3 |
| Cc1cc(C(=O)Nc2cccc3c2O[C@H](CN(C)S(=O)(=O)c2ccc(Cl)cc2)[C@@H](C)CN([C@H](C)CO)C3=O)n(C)n1 | 3.6 | 11.3 |
| C[C@H](CO)N1C[C@H](C)[C@H](CN(C)C(=O)Nc2ccccc2)Oc2ccc(NC(=O)Nc3ccc(C(F)(F)F)cc3)cc2C1=O | -36.5 | -26.3 |
| C[C@@H]1CN([C@H](C)CO)C(=O)Cc2cc(NC(=O)C3CC3)ccc2O[C@H]1CN(C)Cc1ccc(Cl)c(Cl)c1 | -0.5 | 26.5 |
| COc1ccc(S(=O)(=O)N(C)C[C@@H]2Oc3ccc(NS(=O)(=O)c4ccc(F)cc4)cc3C(=O)N([C@H](C)CO)C[C@@H]2C)cc1 | -4.2 | 26.7 |
| Cc1noc(C)c1S(=O)(=O)Nc1ccc2c(c1)CC(=O)N([C@H](C)CO)C[C@H](C)[C@H](CN(C)Cc1ccncc1)O2 | 4.4 | -1.2 |
| COc1ccc(NC(=O)N(C)C[C@@H]2OCc3cn(nn3)CCCC(=O)N([C@@H](C)CO)C[C@@H]2C)c(OC)c1 | nt | -24.9 |
| COc1ccc(S(=O)(=O)N(C)C[C@H]2Oc3ccc(NC(=O)Cc4ccccc4)cc3C(=O)N([C@H](C)CO)C[C@@H]2C)cc1 | 11.2 | 3.0 |
| COc1ccc(NC(=O)N(C)C[C@@H]2Oc3ccc(NS(=O)(=O)c4ccc(Cl)cc4)cc3C(=O)N([C@@H](C)CO)C[C@@H]2C)cc1 | nt | 8.2 |

Reprinted from the part before: 2 compounds, followed by the next part.
| canonical_smiles | INS-1E rescue | T cruzi HTS |
| --- | --- | --- |
| COc1ccc(S(=O)(=O)N(C)C[C@H]2Oc3ccc(NC(=O)Cc4ccccc4)cc3C(=O)N([C@H](C)CO)C[C@@H]2C)cc1 | 11.2 | 3.0 |
| COc1ccc(NC(=O)N(C)C[C@@H]2Oc3ccc(NS(=O)(=O)c4ccc(Cl)cc4)cc3C(=O)N([C@@H](C)CO)C[C@@H]2C)cc1 | nt | 8.2 |
| Cc1noc(C)c1S(=O)(=O)Nc1ccc2c(c1)C(=O)N([C@H](C)CO)C[C@@H](C)[C@@H](CN(C)CC1CCCCC1)O2 | -0.7 | -10.0 |
| Cc1ccc(S(=O)(=O)Nc2ccc3c(c2)C(=O)N([C@@H](C)CO)C[C@H](C)[C@H](CN(C)C)O3)cc1 | -30.7 | -7.5 |
| C[C@@H]1CCCCO[C@H](CN(C)S(=O)(=O)c2ccccc2)[C@@H](C)CN([C@H](C)CO)C(=O)c2cc(NS(=O)(=O)c3cccs3)ccc2O1 | 2.4 | 14.7 |
| C=CCC/C=N/NC(=O)CCCCCCC(=O)Nc1ccccc1O | 4.5 | -5.4 |
| C[C@@H]1CCCCO[C@H](CN(C)C(=O)c2ccccc2)[C@@H](C)CN([C@H](C)CO)C(=O)c2cc(NS(=O)(=O)c3ccc(Cl)cc3)ccc2O1 | 3.9 | 8.1 |
| COc1ccc(CN(C)C[C@@H]2Oc3c(NC(=O)C4CCCCC4)cccc3C(=O)N([C@@H](C)CO)C[C@H]2C)cc1 | -6.5 | 37.7 |
| C[C@H](CO)N1C[C@H](C)[C@H](CN(C)S(=O)(=O)c2cccs2)Oc2ncc(C#Cc3ccc(F)cc3)cc2C1=O | nt | 65.1* |
| Cc1noc(C)c1S(=O)(=O)Nc1ccc2c(c1)C(=O)N([C@H](C)CO)C[C@@H](C)[C@@H](CN(C)S(=O)(=O)c1cccs1)O2 | -0.8 | 15.1 |
| C[C@H]1CN([C@@H](C)CO)C(=O)Cc2cc(NC(=O)Cn3cnnn3)ccc2O[C@@H]1CN(C)Cc1ccc(-c2ccccc2)cc1 | 5.2 | -8.0 |
| C[C@@H]1CN([C@H](C)CO)C(=O)Cc2cc(NC(=O)Nc3ccc(C(F)(F)F)cc3)ccc2O[C@@H]1CN(C)S(=O)(=O)c1ccccc1 | -5.6 | 70.0* |
| CC(C)NC(=O)N(C)C[C@@H]1OCCCC[C@@H](C)Oc2ccc(NS(=O)(=O)c3ccccc3)cc2C(=O)N([C@H](C)CO)C[C@@H]1C | 1.6 | -9.1 |
| C[C@H](CO)N1C[C@H](C)[C@@H](CN(C)C(=O)NC2CCCCC2)Oc2c(NS(=O)(=O)c3ccccc3)cccc2C1=O | 8.5 | -9.7 |
| C[C@@H]1CN([C@H](C)CO)C(=O)c2cccc(NC(=O)c3nc4ccccc4s3)c2O[C@@H]1CN(C)Cc1ccc(Oc2ccccc2)cc1 | -53.8 | 24.2 |
| O=C(O)CCCCCCC(=O)N/N=C/c1cc(Br)cc(Br)c1O | 29.3 | -9.0 |
| C[C@@H]1CCCCO[C@@H](CN(C)Cc2ccc(Cl)c(Cl)c2)[C@@H](C)CN([C@H](C)CO)C(=O)c2cc(NC(=O)c3ccccc3)ccc2O1 | -43.1 | 65.3* |
| C[C@H](CO)N1C[C@H](C)[C@H](CN(C)Cc2ccc3c(c2)OCO3)Oc2ccc(N(C)C)cc2CC1=O | -5.5 | 15.3 |
| CC(C)NC(=O)N(C)C[C@@H]1Oc2c(NC(=O)Nc3cccc4ccccc34)cccc2C(=O)N([C@@H](C)CO)C[C@@H]1C | -4.8 | 17.3 |
| C[C@@H]1CN([C@H](C)CO)C(=O)Cc2cc(NS(=O)(=O)c3cn(C)cn3)ccc2O[C@@H]1CN(C)C(=O)Nc1ccc(F)cc1 | -1.2 | -9.9 |
| C[C@@H]1CN([C@H](C)CO)C(=O)c2cccc(NS(=O)(=O)c3cccs3)c2O[C@H]1CN(C)C(=O)Nc1ccc2c(c1)OCO2 | 7.5 | -1.5 |
| C[C@H]1CN([C@@H](C)CO)C(=O)c2cccc(NC(=O)C3CCCCC3)c2O[C@H]1CN(C)S(=O)(=O)c1ccc(Cl)cc1 | -7.3 | -64.5 |
| COc1ccc(CN(C)C[C@@H]2Oc3c(NS(=O)(=O)c4ccc(Cl)cc4)cccc3C(=O)N([C@H](C)CO)C[C@@H]2C)cc1 | -9.3 | -1.3 |
| COc1ccc(S(=O)(=O)N(C)C[C@H]2Oc3ccc(NC(=O)NC4CCCCC4)cc3CC(=O)N([C@@H](C)CO)C[C@@H]2C)cc1 | 12.6 | -14.8 |
| C[C@@H]1CN([C@H](C)CO)C(=O)c2cc(NC(=O)C3CC3)ccc2O[C@@H]1CN(C)Cc1ccc(Cl)c(Cl)c1 | -22.0 | 28.2 |
| C[C@H]1CN([C@@H](C)CO)C(=O)Cc2cc(NS(=O)(=O)c3cn(C)cn3)ccc2O[C@H]1CN(C)C(=O)Nc1ccccc1 | -2.9 | -14.2 |
| C[C@H](CO)N1C[C@H](C)[C@H](CN(C)C(=O)Nc2ccc3c(c2)OCO3)Oc2c(NS(=O)(=O)c3ccc(F)cc3)cccc2C1=O | 0.2 | 15.1 |
| Cc1noc(C)c1S(=O)(=O)Nc1cccc2c1O[C@@H](CN(C)C(=O)NC1CCCCC1)[C@@H](C)CN([C@H](C)CO)C2=O | 4.6 | -0.6 |
| COc1ccccc1NC(=O)N(C)C[C@@H]1OCc2cn(nn2)CCCC(=O)N([C@H](C)CO)C[C@H]1C | nt | -21.5 |
| COc1ccc(-c2cnc3c(c2)C(=O)N([C@H](C)CO)C[C@H](C)[C@H](CN(C)S(=O)(=O)c2cn(C)cn2)O3)cc1 | nt | -0.3 |
| C[C@H](CO)N1C[C@H](C)[C@H](CN(C)S(=O)(=O)c2ccccc2)Oc2c(cccc2N(C)C)C1=O | 13.1 | 4.8 |
| C[C@@H]1CCCCO[C@@H](CN(C)S(=O)(=O)c2ccc(F)cc2)[C@@H](C)CN([C@H](C)CO)C(=O)c2cc(NS(=O)(=O)c3ccc(Cl)cc3)ccc2O1 | -15.8 | 45.3 |
| C[C@H](CO)N1C[C@H](C)[C@H](CN(C)Cc2ccc3c(c2)OCCN3C)OCc2cn(nn2)CCCC1=O | nt | -2.6 |
| Cc1noc(C)c1S(=O)(=O)Nc1ccc2c(c1)C(=O)N([C@H](C)CO)C[C@@H](C)[C@H](CN(C)S(=O)(=O)c1cn(C)cn1)O2 | nt | -2.7 |
| C[C@@H]1CCCCO[C@H](CN(C)C(=O)CCC(F)(F)F)[C@@H](C)CN([C@H](C)CO)C(=O)c2cc(NS(C)(=O)=O)ccc2O1 | 9.9 | -29.0 |
| C[C@@H]1CN([C@@H](C)CO)C(=O)Cc2cc(NC(=O)CCCN(C)C)ccc2O[C@@H]1CN(C)S(=O)(=O)c1cccs1 | 1.0 | -11.2 |
| COc1ccc(NC(=O)N(C)C[C@H]2Oc3ccc(NC(=O)Nc4ccc5c(c4)OCO5)cc3CC(=O)N([C@H](C)CO)C[C@H]2C)cc1 | -6.5 | -7.5 |
| Cc1ccc(S(=O)(=O)Nc2ccc3c(c2)C(=O)N([C@@H](C)CO)C[C@@H](C)[C@@H](CN(C)Cc2ccc(Cl)c(Cl)c2)O3)cc1 | -37.4 | 63.9* |
| Cc1noc(C)c1S(=O)(=O)N(C)C[C@H]1Oc2ccc(NC(=O)Cc3ccccc3)cc2CC(=O)N([C@H](C)CO)C[C@H]1C | 4.8 | 11.8 |
| C[C@H](CO)N1C[C@H](C)[C@@H](CN(C)C(=O)Cc2ccccc2)OCc2cn(nn2)CCCC1=O | nt | -17.8 |
| CNC[C@@H]1Oc2ccc(NS(C)(=O)=O)cc2CC(=O)N([C@H](C)CO)C[C@@H]1C | 6.1 | -25.2 |
| COc1ccc(CN(C)C[C@@H]2Oc3ccc(NS(=O)(=O)c4cccs4)cc3CC(=O)N([C@@H](C)CO)C[C@@H]2C)cc1 | 1.7 | 11.5 |
| C[C@@H]1CN([C@H](C)CO)C(=O)c2cc(NC(=O)Nc3cccc4ccccc34)ccc2O[C@H]1CN(C)C(=O)NC1CCCCC1 | -1.5 | -7.4 |
| C[C@@H]1CN([C@H](C)CO)C(=O)c2cccc(NC(=O)Nc3cccc4ccccc34)c2O[C@H]1CN(C)C(=O)NC1CCCCC1 | 4.8 | 10.1 |
| COc1ccc(NC(=O)Nc2cccc3c2O[C@@H](CN(C)Cc2ccc(C(F)(F)F)cc2)[C@H](C)CN([C@H](C)CO)C3=O)cc1 | -5.7 | 5.2 |
| COc1ccc(S(=O)(=O)N(C)C[C@H]2Oc3ccc(NC(=O)C4CC4)cc3CC(=O)N([C@@H](C)CO)C[C@@H]2C)cc1 | 3.5 | 8.3 |
| COc1cccc(NC(=O)N(C)C[C@H]2OCc3cn(nn3)CCCC(=O)N([C@H](C)CO)C[C@H]2C)c1 | nt | -9.2 |
| C[C@H](CO)N1C[C@H](C)[C@H](CN(C)Cc2ccccc2)Oc2ncc(-c3cccc(C(F)(F)F)c3)cc2C1=O | nt | ? |
| C[C@@H]1CN([C@@H](C)CO)C(=O)c2cccc(NS(=O)(=O)c3cn(C)cn3)c2O[C@H]1CN(C)S(=O)(=O)c1cn(C)cn1 | 21.6 | -30.7 |
| C[C@@H]1CN([C@@H](C)CO)C(=O)c2cc(NC(=O)Nc3ccccc3)ccc2O[C@H]1CN(C)C | 3.4 | 6.1 |
| C[C@@H]1CN([C@@H](C)CO)C(=O)CCCn2cc(nn2)CO[C@@H]1CN(C)S(=O)(=O)c1ccc2c(c1)OCCCO2 | nt | 3.4 |
| C[C@H]1CN([C@@H](C)CO)C(=O)c2cc(NS(=O)(=O)c3ccc(F)cc3)ccc2O[C@H]1CN(C)S(C)(=O)=O | 4.4 | -0.4 |
| Cc1noc(C)c1NC(=O)Nc1ccc2c(c1)C(=O)N([C@H](C)CO)C[C@@H](C)[C@@H](CN(C)Cc1ccc(-c3ccccc3)cc1)O2 | -8.9 | 4.3 |
